All columns: NCI-60 one-dose screen, growth in % after 48 h at 10 µM unless noted; 100 = growth as untreated, 0 = no growth, -100 = all killed.
UACC-257 – UACC-257 melanoma; 4.4% of 78,000 active; AID 1794764
T-47D – T-47D breast cancer. 5% of 79,000 active. AID 1794792
SK-MEL-28 – SK-MEL-28 melanoma | 4.1% of 81,000 active
SK-MEL-2 – SK-MEL-2 melanoma. 4.7% of 77,000 active. AID 1794763
BT-549 – BT-549 breast cancer; AID 1794793; 4.4% of 78,000 active
UACC-62 – UACC-62 melanoma; 5.4% of 81,000 active
MALME-3M – MALME-3M melanoma; 5.8% of 78,000 active; AID 1794766
HS 578T – HS 578T breast cancer; 4.1% of 78,000 active
* = called active by the depositor; . = not tested or not shown; & = joins results of further samples; [ ] = another dose, or the depositor's remark. The calls were made as follows: active = growth percent below 10; inactive = the rest. The order is random, and some 10% of all compounds hit somewhere here.

[1] COc1ccc(Cl)cc1N
[2] Cc1ccc(S(=O)(=O)NCC[C@@H]2C[C@H]2c2cc3ccccc3o2)cc1
[3] COc1cc2nnc3c4cccnc4[nH]c3c2cc1OC
[4] CCCC(O)Cn1ncc(C(=O)OCC)c1NC(=O)NCc1cccc(C(F)(F)F)c1 (centres undefined)
[5] COc1cccc(C(=O)NNC(=O)c2cccc3ccccc23)c1
[6] Cc1ccc(N=Nc2ccc3c(S(=O)(=O)O)cccc3c2O)c(C)c1
[7] CC1=Nc2cnc(Nc3ccc(OCCN4CCCCC4)cc3)nc2Nc2ccccc21
[8] N#Cc1c(-c2cccs2)cc(-c2cccc(Cl)c2)[nH]c1=O
compound no.,1,2,3,4,5,6,7,8
UACC-257,114.7,98.2,-33.4*,100.9,109.0,101.6,87.6,107.3
T-47D,103.2,86.3,24.5,73.2,95.4,82.1,66.4,99.0
SK-MEL-28,110.0,114.9,47.6,105.3,116.7,117.4,99.3,.
SK-MEL-2,117.7,102.0,80.1,73.4,106.9,101.6,50.2,101.5
BT-549,123.5,113.5,72.9,77.8,109.6,97.6,78.6,96.8
UACC-62,104.1,83.7,30.8,80.1,127.8,97.5,85.7,106.7
MALME-3M,105.7,95.9,-3.6*,92.0,.,95.6,58.4,112.0
HS 578T,106.1,92.9,58.5,106.5,114.2,94.9,33.6,94.2

[9] O=[N+]([O-])c1ccc(-c2csc(NN=C(c3ccccc3)c3ccccc3)n2)cc1
[10] CC(=O)Nc1cc2c(c(Cl)c1Cl)-c1ccccc1C2=O
[11] CCOC(=O)C1=C(CSC(=S)N2CCOCC2)N(C)C(=O)NC1c1ccccc1 (centres undefined)
[12] Cc1ccc(-c2cc(-c3ccccc3Br)[nH]c(=O)c2C#N)s1
[13] CCOC(=O)COc1ccc(/C=C(\C)[N+](=O)[O-])c2ccccc12
[14] Cc1ccc(N(C)c2cc(NC3CC3)n3ncc(C#N)c3n2)cc1N(C)C(=O)C1CC1
[15] CCN(CC)CCCC(C)Nc1nc(-c2ccc(OC)cc2)nc2cc(Cl)ccc12 (centres undefined)
[16] COc1ccc(/C=N/N=C2c3ccccc3-c3ccccc32)cc1OC
compound no.,9,10,11,12,13,14,15,16
UACC-257,73.8,94.5,102.6,121.2,90.5,106.1,46.0,102.4
T-47D,73.5,69.0,82.6,87.0,88.6,84.4,60.2,84.8
SK-MEL-28,103.2,124.5,103.2,113.7,107.7,109.1,-70.0*,98.9
SK-MEL-2,88.3,99.7,100.0,101.2,.,76.7,98.2,101.4
BT-549,107.2,112.5,101.4,102.8,97.5,80.8,75.6,117.1
UACC-62,80.4,99.9,85.0,90.2,101.1,65.4,-46.9*,83.4
MALME-3M,103.9,.,92.4,115.7,109.9,103.3,79.2,127.0
HS 578T,87.3,103.0,103.8,91.5,98.4,55.9,70.4,111.1

Pulled one by one from the list above:
[13] CCOC(=O)COc1ccc(/C=C(\C)[N+](=O)[O-])c2ccccc12
[11] CCOC(=O)C1=C(CSC(=S)N2CCOCC2)N(C)C(=O)NC1c1ccccc1 (centres undefined)
[16] COc1ccc(/C=N/N=C2c3ccccc3-c3ccccc32)cc1OC
[12] Cc1ccc(-c2cc(-c3ccccc3Br)[nH]c(=O)c2C#N)s1
[14] Cc1ccc(N(C)c2cc(NC3CC3)n3ncc(C#N)c3n2)cc1N(C)C(=O)C1CC1
[9] O=[N+]([O-])c1ccc(-c2csc(NN=C(c3ccccc3)c3ccccc3)n2)cc1
compound no.,13,11,16,12,14,9
UACC-257,90.5,102.6,102.4,121.2,106.1,73.8
T-47D,88.6,82.6,84.8,87.0,84.4,73.5
SK-MEL-28,107.7,103.2,98.9,113.7,109.1,103.2
SK-MEL-2,.,100.0,101.4,101.2,76.7,88.3
BT-549,97.5,101.4,117.1,102.8,80.8,107.2
UACC-62,101.1,85.0,83.4,90.2,65.4,80.4
MALME-3M,109.9,92.4,127.0,115.7,103.3,103.9
HS 578T,98.4,103.8,111.1,91.5,55.9,87.3

Next part
[17] COc1ccc2[nH]cc(-c3nonc3-c3c[nH]c4ccc(OC)cc34)c2c1
[18] C=C(C)[C@@H]1CC[C@]2(C)[C@H](CC=C3[C@@H]4CC(C)(C)CC[C@]4(C=O)CC[C@]32C)[C@@]1(C)CCCN
[19] C[C@@]1(F)[C@H](O)[C@@H](CO)O[C@@H]1n1ncc(=O)[nH]c1=O
[20] CN(C)c1ccc(-c2ccccc2)cc1
[21] CCCCCCCCCCCCCC[N+](C)(C)CCCCCCCCCCCCCC
[22] Cc1ccc(Cn2c(=O)[nH]c(=O)n(Cc3ccc(Cl)cc3)c2=O)cc1
[23] Nc1ccc2cc(Br)c3ccccc3c2c1
[24] CC(=NCc1ccccc1)c1ccc(O)cc1O
compound no.,17,18,19,20,21,22,23,24
UACC-257,88.8,81.0,93.5,105.8,82.5,101.5,90.1,88.1
T-47D,45.5,79.1,102.5,105.9,57.5,94.0,28.8,92.2
SK-MEL-28,109.1,89.4,110.3,116.6,89.3,104.5,80.8,102.6
SK-MEL-2,92.8,109.4,97.6,108.5,67.6,104.2,102.6,107.3
BT-549,94.4,87.3,94.4,77.2,92.3,98.8,68.9,91.9
UACC-62,68.7,87.8,104.9,110.1,42.6,99.4,73.8,88.1
MALME-3M,84.4,68.8,104.8,97.3,50.1,104.8,97.8,93.8
HS 578T,81.8,96.0,107.2,130.8,.,96.6,.,111.7

[25] Cc1c(Cc2ccccc2)c(=O)oc2c(C)c(OCc3nnc(SC(C)C)o3)ccc12
[26] CCCN(CCC)C1N=C(C)Nc2c1sc(=O)n2-c1ccc(OC)cc1OC (centres undefined)
[27] Nc1nc(Nc2ccccc2)nn1Cc1cccc(C(F)(F)F)c1
[28] FC(F)(F)c1ccc(-c2cnc(C3=NCCN3)nc2NC2CCCCCC2)cc1
[29] CC1CCCCN1CCCNC(=O)c1ccc(N)cc1 (centres undefined)
[30] O=C(CN1CCN(c2cc3c(cc2F)c(=O)c(C(=O)O)cn3C2CC2)CC1)N/N=C/c1cccs1
[31] CC(C)C[C@@H]1N[C@]2(C(=O)Nc3ccccc32)[C@@H](c2ccc(F)cc2)[C@@H]1C(=O)c1ccc(O)cc1
[32] OCc1cccc(O)c1
compound no.,25,26,27,28,29,30,31,32
UACC-257,86.5,87.5,77.9,93.7,103.5,90.3,100.5,92.0
T-47D,95.0,63.4,74.2,96.0,113.4,97.2,76.8,101.0
SK-MEL-28,117.0,99.1,97.2,108.1,96.9,103.8,102.2,110.6
SK-MEL-2,102.1,85.9,94.7,109.1,109.1,91.9,99.0,118.1
BT-549,107.1,87.8,71.2,112.6,92.6,101.3,94.0,105.5
UACC-62,98.5,71.9,74.2,95.1,101.0,86.6,61.6,101.3
MALME-3M,93.1,118.9,84.7,106.6,89.6,100.1,90.7,111.9
HS 578T,96.4,92.7,87.8,101.9,105.2,99.5,94.6,125.3

[33] N#Cc1c(N2CCN(Cc3ccccc3)CC2)nc(=S)[nH]c1-c1ccc([N+](=O)[O-])cc1
[34] O=C1c2ccccc2OC=C(c2ccccc2)N1CCCCN1CCCCC1
[35] Nc1c(Cl)cc(C(=O)NC2CC2)cc1Cl
[36] COc1ccc(-c2nc3ccccn3c2N)cc1
[37] O=c1cc(-c2ccccc2)nc2c(Cl)cc(Cl)cn12
[38] COc1ccc2c(c1)c(-c1nc(-c3c[nH]c4ncccc34)cs1)cn2CCN
[39] CON1C(=O)CC[C@]2(C)[C@H]3CC[C@@H]4C([C@@]5(C)CCC(=O)O5)CC[C@@]4(C)[C@]3(C)CC[C@H]2C1(C)C (some centres undefined)
[40] COc1ccc(C(=O)/C=C/c2cccnc2)cc1S(N)(=O)=O
compound no.,33,34,35,36,37,38,39,40
UACC-257,111.0,66.7,101.3&121.7,101.8,103.1&102.0,98.2,107.5,72.1
T-47D,105.9,0.4*,98.3&93.4,110.8,65.9&61.9,25.7,90.7,16.9
SK-MEL-28,123.0,87.3,100.4&106.6,103.0,109.7&112.6,100.0,107.3,65.7
SK-MEL-2,94.2,69.0,127.7&110.2,106.4,100.6&106.2,75.2,94.6,104.5
BT-549,93.2,32.5,122.8&105.6,94.0,111.5&97.1,88.2,103.3,.
UACC-62,116.0,69.1,100.6&102.9,100.0,88.5&103.1,.,87.2,74.8
MALME-3M,109.1,67.8,103.5,103.3,100.9&108.9,81.6,105.4,77.5
HS 578T,101.0,75.1,109.4&114.1,102.5,98.3&112.9,62.3,101.3,89.9

[41] O=S(=O)(c1ccc(NC(=S)N2CCOCC2)cc1)N1CCCCC1
[42] NNC(=O)CN(CC(=O)NN)CC(=O)NN
[43] Cc1ccc(-c2cn(-c3ccc(Cl)cc3)c(SCc3ncc(C)cc3C)n2)cc1
[44] COc1ccc2oc(=O)cc(-c3nccc4c3[nH]c3ccccc34)c2c1
[45] Cc1cn(-c2nc3c(c(NCc4ccccc4)n2)COCC3)c2cccc(C(N)=O)c12
[46] CCCCCCCCCCN1C(=O)/C(=c2\sc3n(c2=O)C2C(NN=3)N(CC)C(=O)N2CC)c2ccccc21 (centres undefined)
[47] COc1cc(C2CC(c3c(C)[n+]([O-])c4ccc(F)cc4[n+]3[O-])=NN2)cc(OC)c1OC (centres undefined)
[48] O=C1CC=C2C3CC4N(CCC45c4ccccc4N1C25)C/C3=C\CBr (centres undefined)
compound no.,41,42,43,44,45,46,47,48
UACC-257,96.5,131.4,85.2,89.1,68.1[0.5 µM],.,103.8,95.7
T-47D,.,110.6,67.6,78.7,62.7[0.5 µM],.,100.2,93.2
SK-MEL-28,101.8,109.0,96.9,119.5,96.5[0.5 µM],95.0,108.9,100.8
SK-MEL-2,109.7,.,91.9,92.1,38.1[0.5 µM],100.0,91.8,119.2
BT-549,90.4,103.9,104.2,81.7,89.0[0.5 µM],103.9,89.3,113.3
UACC-62,98.8,111.6,83.3,84.6,44.3[0.5 µM],92.2,91.9,103.7
MALME-3M,111.2,109.1,100.3,103.0,82.9[0.5 µM],95.8,.,104.9
HS 578T,92.7,116.6,99.2,98.9,83.5[0.5 µM],95.1,93.5,.

[49] CC1(C)C(=O)/C(=C\c2ccccc2)C[C@]2(C)[C@H]3CC[C@@H]4[C@@H](C(=O)/C=C/c5ccccc5)CC[C@@]4(C)[C@]3(C)CC[C@@H]12
[50] CC(C)OC(=O)Nc1ccc(-c2ccc(NC(=O)OC(C)C)cc2)cc1
[51] N#C/C(=C\c1cc2ccccc2[nH]1)c1cc(-c2ccc(Cl)cc2)n[nH]1
[52] COc1ccc(C2C=C(c3ccc(N)cc3)N=C3SC=C(C)N32)cc1OC (centres undefined)
[53] O=C1NC(=O)/C(=C/c2ccc(OCc3cc4ccccc4nc3Cl)cc2)S1
[54] O=c1[nH]c2cc(Cl)ccc2nc1/C=C(\O)c1ccc(O)cc1
[55] N/N=C1\c2ccccc2-c2ccc(N)cc21
[56] COc1cc(-c2nc(SCCC(C)C)nc(Nc3ccccc3C)c2C#N)cc(OC)c1OC
compound no.,49,50,51,52,53,54,55,56
UACC-257,78.2,94.8,.,97.7,98.0,101.1,83.9,110.6
T-47D,55.5,98.4,78.4,93.4,87.8,105.8,101.1,.
SK-MEL-28,95.9,102.2,104.5,91.5,104.5,121.5,95.2,107.1
SK-MEL-2,92.7,118.8,.,96.5,112.4,114.0,94.1,96.0
BT-549,95.7,90.2,132.4,95.6,122.8,100.9,104.2,109.5
UACC-62,74.5,89.6,80.6,98.6,83.7,102.3,85.1,96.1
MALME-3M,99.3,96.6,126.1,94.7,102.5,100.9,.,104.8
HS 578T,96.9,106.2,98.6,101.4,111.1,91.7,97.8,103.4

[57] Oc1ccccc1-c1nc2ccccc2o1
[58] CCC(C)NCCO (centres undefined)
[59] O=C1/C(=C/c2cc(O)cc(O)c2)Oc2cc(O)ccc21
[60] Cc1c(C(=O)Nc2ccc(F)cc2)sc2c(=O)[nH]cnc12
[61] CS(=O)(=O)Nc1cc(-c2ccc3ncnc(Nc4ccc5[nH]ncc5c4)c3c2)cnc1Cl
[62] CC1=C(C)C[C@]2(C(=O)O[C@H]3CCCC[C@@H]32)[S@](=O)C1
[63] CCCCCC(=O)Oc1ccc(/C(=C(\C)c2ccccc2)c2ccc(OCCN3CCCCC3)cc2)cc1
compound no.,57,58,59,60,61,62,63
UACC-257,108.4,96.2,103.6,112.9,35.4,97.7,72.4
T-47D,82.2,97.4,.,90.3,.,105.5,37.3
SK-MEL-28,122.2,113.2,107.5,104.2,50.8,117.6,71.4
SK-MEL-2,.,106.5,104.1,103.8,63.1,86.3,81.3
BT-549,103.9,112.1,121.4,90.9,69.3,91.6,78.4
UACC-62,113.7,106.5,103.4,86.6,58.9,104.3,91.0
MALME-3M,94.9,127.3,93.7,104.2,60.9,110.1,68.0
HS 578T,99.2,126.0,107.5,112.8,21.7,106.8,75.6

5 of the compounds above, with two lines to a compound.
Every second line gives: UACC-257, T-47D, SK-MEL-28, SK-MEL-2, BT-549, UACC-62, MALME-3M, HS 578T
62	CC1=C(C)C[C@]2(C(=O)O[C@H]3CCCC[C@@H]32)[S@](=O)C1
    97.7, 105.5, 117.6, 86.3, 91.6, 104.3, 110.1, 106.8
63	CCCCCC(=O)Oc1ccc(/C(=C(\C)c2ccccc2)c2ccc(OCCN3CCCCC3)cc2)cc1
    72.4, 37.3, 71.4, 81.3, 78.4, 91.0, 68.0, 75.6
59	O=C1/C(=C/c2cc(O)cc(O)c2)Oc2cc(O)ccc21
    103.6, ., 107.5, 104.1, 121.4, 103.4, 93.7, 107.5
60	Cc1c(C(=O)Nc2ccc(F)cc2)sc2c(=O)[nH]cnc12
    112.9, 90.3, 104.2, 103.8, 90.9, 86.6, 104.2, 112.8
57	Oc1ccccc1-c1nc2ccccc2o1
    108.4, 82.2, 122.2, ., 103.9, 113.7, 94.9, 99.2
